MITF inh = human MITF inhibition, primary screen; inhibition, % at 2.6 µM; AID 1259374; actives 0.91% (n = 650,000); AlphaScreen MITF homodimerization, bead proximity signal; O75030; in the data active means inhibition above about 50%;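 further: 0% = vehicle wells with protein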
FBW7 activator = activators of human E3 ligase FBW7; actives 0.13% (n = 650,000); normalized activity (activation), % at 26.1 µM; Q969H0; AlphaScreen FBW7–phospho-cyclin E peptide binding, activator screen; in the data active means normalized activity above about 1.9%;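 further: purified mutant Fbw7 with reduced substrate affinity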
Target sequence (Q969H0 whole entry, looked up): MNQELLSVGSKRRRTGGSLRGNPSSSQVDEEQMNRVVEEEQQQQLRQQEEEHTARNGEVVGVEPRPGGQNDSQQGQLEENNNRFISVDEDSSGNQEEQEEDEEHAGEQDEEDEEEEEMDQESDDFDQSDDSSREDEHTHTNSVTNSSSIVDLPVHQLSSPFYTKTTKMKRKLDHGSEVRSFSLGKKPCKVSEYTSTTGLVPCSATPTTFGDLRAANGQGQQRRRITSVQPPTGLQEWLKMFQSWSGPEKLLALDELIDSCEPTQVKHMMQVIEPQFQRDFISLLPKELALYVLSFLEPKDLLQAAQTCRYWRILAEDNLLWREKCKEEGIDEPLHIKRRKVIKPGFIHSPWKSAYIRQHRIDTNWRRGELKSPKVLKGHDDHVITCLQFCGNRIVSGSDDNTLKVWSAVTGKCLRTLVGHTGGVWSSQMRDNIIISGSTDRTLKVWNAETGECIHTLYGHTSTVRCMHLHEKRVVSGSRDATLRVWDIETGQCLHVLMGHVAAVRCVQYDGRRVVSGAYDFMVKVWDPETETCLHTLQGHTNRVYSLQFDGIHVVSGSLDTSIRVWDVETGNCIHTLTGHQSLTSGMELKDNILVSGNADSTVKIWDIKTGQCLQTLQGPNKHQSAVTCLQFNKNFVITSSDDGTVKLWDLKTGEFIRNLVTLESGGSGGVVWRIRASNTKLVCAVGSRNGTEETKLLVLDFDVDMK
GPR151 ag = activates the human receptor GPR151. PathHunter beta-arrestin GPR151 cells, luminescence. activation, % at 11.2 µM. Q8TDV0. actives 1% (n = 650,000); in the data active means activation above about 4.9%;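 further: 0% = median of compound wells and 100% = cells with positive control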
Target sequence (Q8TDV0 whole entry, looked up): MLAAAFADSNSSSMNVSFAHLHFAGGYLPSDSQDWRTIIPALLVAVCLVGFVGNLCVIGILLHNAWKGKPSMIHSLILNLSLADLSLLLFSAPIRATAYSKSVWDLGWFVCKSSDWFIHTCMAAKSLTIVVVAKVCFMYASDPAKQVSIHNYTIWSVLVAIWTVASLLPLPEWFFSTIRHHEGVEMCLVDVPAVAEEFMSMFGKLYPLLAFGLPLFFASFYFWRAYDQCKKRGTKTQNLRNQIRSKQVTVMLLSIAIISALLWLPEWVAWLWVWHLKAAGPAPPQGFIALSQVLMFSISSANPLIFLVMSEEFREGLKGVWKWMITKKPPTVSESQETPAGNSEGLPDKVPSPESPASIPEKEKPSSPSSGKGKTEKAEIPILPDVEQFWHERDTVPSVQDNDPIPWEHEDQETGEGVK
TEAD-YAP inh = TEAD-YAP interaction inhibition; actives 1.4% (n = 640,000); inhibition, % at 9.12 µM; HEK-TIYL cells, TEAD-Gal4/YAP UAS-luciferase luminescence; AID 1259422; in the data active means inhibition above about 32%;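 further: 0% = median of test compound wells and 100% = reference inhibitor wells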
The depositor's hits bear a star.

entry	canonical_smiles	MITF inh	FBW7 activator	GPR151 ag	TEAD-YAP inh
1	O=C(c1cccn2c(=O)c3cc4ccccc4cc3nc12)N1CCOCC1	13	0.2	0.7	-31
2	O=C(/C=C/c1ccco1)NC(=S)Nc1ccc(S(=O)(=O)Nc2nccs2)cc1	26	0.1	-1.2	0
3	CN(C)C(=O)c1c(NC(=O)c2cccs2)sc2c1CCCCC2	5	0.7	0.1	7
4	O=P(O)(Nc1ccccc1)C(=Nc1ccccc1)Nc1ccccc1	-1	0.0	1.0	4
5	COc1ccc2c(c1)C1=C(CC2)C(c2ccccc2F)NC(=S)N1 (stereo not drawn)	0	-0.2	0.8	8
6	CC(C)C(NS(C)(=O)=O)c1nnc2n1CCN(Cc1cc3ccccc3[nH]1)CC2 (stereo not drawn)	2	0.0	1.2	4
7	COc1ccc(CNc2ncnc3c2cnn3-c2ccc(Cl)cc2)cc1	-16	0.0	-0.2	-15
8	CCOc1cccc2cc(C(=O)Nc3ccc(OC)cc3)c(=Nc3ccc(C(=O)O)cc3)oc12	1	-0.2	1.3	4
9	Cc1ccc(C)n1-c1cccc(NC(=O)c2ccccc2)c1	-4	0.1	0.5	-7
10	Cc1ccc2nc(C3CCCCN3C(=O)c3oc(CN4CCOCC4)cc3C)[nH]c2c1 (stereo not drawn)	-7	0.4	1.5	16
11	CCOC(=O)COc1ccc2ccccc2c1/C=C/[N+](=O)[O-]	-1	0.0	-0.1	-12
12	Cc1cccc(NC(=O)Cn2cc(C#N)c3ccccc32)c1C	17	0.4	-0.2	-2
13	CCOC(=O)c1ccc(S(=O)(=O)NNC(=O)c2cc(-c3ccccc3)sc2N)cc1	-3	0.0	2.3	-9
14	COc1ccc(NC(=O)CN(CC(=O)Nc2ccc(OC)cc2)C2CCCCCC2)cc1	11	0.1	-0.8	1
15	COC(=O)C(C(=O)Nc1ccccc1C)C1CCCC1 (stereo not drawn)	7	0.2	0.1	-6
16	COc1ccc(Cl)cc1C(=O)Nc1ccc2nc(N3CCN(C)CC3)cc(C)c2c1	-10	0.0	-0.7	9
17	CC1CC(C)CN(C(=O)C2CCC(CNc3c(N4CCCCC4)c(=O)c3=O)CC2)C1 (stereo not drawn)	3	0.2	-0.5	-17
18	COc1ccc(CCC(=O)Nc2c(C)nc3c(C)cccn3c2=O)cc1	-1	0.0	1.6	5
19	Cc1cccc(C)c1OCC(=O)NN	10	0.1	-1.0	-1
20	Cc1cccc(-c2noc(CN(C(=O)c3ccc(F)cc3)C(C)C)n2)c1	11	-0.1	-0.7	-2
21	Nc1cccc(-c2nc(Nc3ccc(Oc4ccccc4)cc3)c3[nH]cnc3n2)c1	14	0.1	0.1	3
22	CNc1nncc(-c2ccc(OC)cc2)n1	-1	-0.1	-2.5	-16
23	COCCN1CCN(C(=O)c2ncoc2-c2ccccc2C(F)(F)F)CC1	6	0.2	0.2	-5
24	O=C(O)CCCNC(=O)CC1S/C(=N/N=C/C=C/c2ccccc2)NC1=O (stereo not drawn)	-4	-0.1	0.7	4
25	COc1ccc(-c2csc(Nc3ccc(Br)cc3)n2)cc1[N+](=O)[O-]	-2	-0.1	0.2	7
26	Cc1cccc(N2CCN(C(=O)CCCN3C(=O)C4C5C=CC(C5)C4C3=O)CC2C)c1 (stereo not drawn)	2	-0.2	0.3	14
27	O=C(NCC1CN(c2ccc(Cl)c(Cl)c2)C(=O)O1)Nc1c(F)cccc1F (stereo not drawn)	3	0.2	-0.5	-2
28	O=C1C2C3C=CC(C3)C2C(=O)N1c1ccc(Cl)cc1F (stereo not drawn)	-2	0.0	0.5	1
29	CC(C)NC(=O)c1cc(-c2ccco2)on1	16	0.9	-2.3	-40
30	CC(=O)Nc1ccc(-c2nnc(SCC(=O)NCc3ccco3)n2C)cc1	12	0.1	2.1	1

3 structures already listed, ordered by molar mass, high to low:
entry	canonical_smiles	MITF inh	FBW7 activator	GPR151 ag	TEAD-YAP inh
24	O=C(O)CCCNC(=O)CC1S/C(=N/N=C/C=C/c2ccccc2)NC1=O (stereo not drawn)	-4	-0.1	0.7	4
30	CC(=O)Nc1ccc(-c2nnc(SCC(=O)NCc3ccco3)n2C)cc1	12	0.1	2.1	1
28	O=C1C2C3C=CC(C3)C2C(=O)N1c1ccc(Cl)cc1F (stereo not drawn)	-2	0.0	0.5	1

Further structures.
entry	canonical_smiles	MITF inh	FBW7 activator	GPR151 ag	TEAD-YAP inh
31	COCCN1C(=O)c2ccccc2C(C(=O)NCc2ccccn2)C1c1ccc(F)cc1 (stereo not drawn)	-1	0.1	0.0	4
32	CCc1ccc(-c2cc3c(=O)n(CC(=O)NCCN(C)C)nc(C)n3n2)cc1	-4	-0.1	1.9	-9
33	Cc1ccc(CNS(=O)(=O)c2ccc3c(c2)C(C)(C)C(=O)N3C)cc1	18	0.2	-1.2	8
34	Cc1csc2ncc(C(=O)N3CC(C)CC(C)C3)c(=O)n12 (stereo not drawn)	0	0.0	-0.9	6
35	COc1cccc(NC(=O)CSc2nnc(CCc3ccccc3)n2C)c1	-1	0.0	0.1	9
36	O=C(c1cccnc1)N(CC1CC1)C1CCN(CCc2ccccn2)CC1	8	-0.1	0.6	6
37	CCCS(=O)(=O)N1CCCC(C(=O)N2CCN(c3ncccn3)CC2)C1 (stereo not drawn)	2	0.0	-0.6	-6
38	CC(CO)Nc1nc2nonc2nc1N1CCCCCC1 (stereo not drawn)	2	-0.1	-1.2	6
39	O=C(NC(=S)N1CCCC1)c1cccc2ccccc12	0	0.2	-0.1	-10
40	C=CCn1c(SCC(=O)Nc2ccc(OC)cc2)nnc1-c1ccc2[nH]c(C)c(C)c2c1	4	0.0	0.4	4
41	O=C(O)c1ccccc1C(=O)NC1=NN(c2ccccc2)CC1	-18	-0.2	-0.1	-16
42	CCc1ccc(C(=O)CC2(O)C(=O)N(C)c3ccccc32)cc1 (stereo not drawn)	10	0.0	0.0	0
43	CCC1CCCCN1CCCNC(=O)C1CCN(c2nnc(-n3cccc3)s2)CC1 (stereo not drawn)	9	0.2	0.8	-4
44	CC(C)c1ccccc1NC(=O)c1cc(-c2ccc(F)cc2)c[nH]1	1	0.2	3.5	4
45	COc1ccc(N(Cc2cc3ccccc3[nH]c2=O)S(C)(=O)=O)cc1	6	0.3	1.6	14
46	COc1ccc(N2C(=O)CC(SCCC(=O)Nc3cccc(C)c3C)C2=O)cc1 (stereo not drawn)	5	0.1	1.3	-15
47	CCOc1ccc(NC(=O)NN2CCOCC2)cc1	10	0.2	-0.9	-49
48	CCCc1ccc(-c2ccc(C(=O)Nc3ccccn3)cc2)nc1	12	0.0	0.2	-39
49	O=C(Nc1ccccc1)c1ccc(Br)c(S(=O)(=O)Nc2cccc([N+](=O)[O-])c2)c1	12	0.2	-0.8	-7
50	Cc1noc(C)c1-c1nc(NCc2nc3ccccc3[nH]2)c2ncn(-c3ccsc3)c2n1	18	0.1	0.5	8
51	c1ccc(CNc2nc(-c3ccc[nH]3)cs2)cc1	10	0.1	1.2	8
52	O=C1c2ccccc2-c2onc3c(N4CCN(Cc5ccc6c(c5)OCO6)CC4)cc(Nc4ccc5c(c4)OCCO5)c1c23	22	-0.2	-0.8	4
53	COc1ccc(C2=NN(C(=O)CSc3nnc(CNC(=O)c4ccco4)n3Cc3ccccc3)C(c3ccc(OC)cc3)C2)cc1 (stereo not drawn)	7	0.0	-2.1	6
54	CCOc1ccc(S(=O)(=O)N2CCCC(c3nnc(Cc4ccc(F)cc4)o3)C2)cc1 (stereo not drawn)	14	-0.1	-1.4	4
55	CC(=O)Nc1ccc(N2C(=O)NC(NC(=O)c3ccccc3)(C(F)(F)F)C2=O)cc1 (stereo not drawn)	0	0.1	0.4	-2
56	O=C(NCc1ccc2c(c1)OCO2)c1c(C(F)(F)F)nc2ccccn12	12	0.1	-0.6	12
57	CCN(CC)C(=O)CN(c1cccc(Cl)c1C)S(C)(=O)=O	4	0.0	0.5	3
58	O=C(CN1N=C(c2ccccc2)Cn2c(cc3sccc32)C1=O)N1CCCCCC1	1	0.3	-0.1	4
59	CC1(c2cccnc2)CC(=O)c2cc(O)ccc2O1 (stereo not drawn)	-7	0.0	-1.9	-1
60	CC(=O)Nc1ccc(C2C3=C(CCCC3=O)OC3CCCC(=O)C32)cc1 (stereo not drawn)	11	-0.5	0.6	-6

Molecules listed so far that contain a COOH group, in the order listed:
entry	canonical_smiles	MITF inh	FBW7 activator	GPR151 ag	TEAD-YAP inh
8	CCOc1cccc2cc(C(=O)Nc3ccc(OC)cc3)c(=Nc3ccc(C(=O)O)cc3)oc12	1	-0.2	1.3	4
24	O=C(O)CCCNC(=O)CC1S/C(=N/N=C/C=C/c2ccccc2)NC1=O (stereo not drawn)	-4	-0.1	0.7	4
41	O=C(O)c1ccccc1C(=O)NC1=NN(c2ccccc2)CC1	-18	-0.2	-0.1	-16

(more compounds)
entry	canonical_smiles	MITF inh	FBW7 activator	GPR151 ag	TEAD-YAP inh
61	O=C(NC1CCCCCC1)c1nc2ncccn2n1	0	0.1	-0.9	-17
62	Cc1csc(NC(=O)CSc2nc3c(=O)n(C)c(=O)n(C)c3n2C)n1	-6	-0.1	-1.3	-1
63	CCC(C)Nc1nc(C)nc2sc(C)c(C)c12 (stereo not drawn)	-2	-0.1	0.0	19
64	CCOC(=O)C1CCN(c2cc(C)nc3ccc(OC)cc23)CC1	0	0.1	0.2	-2
65	N=C1C(c2nc3ccccc3[nH]2)=C(O)CN1c1ccc(Cl)cc1Cl	2	-0.1	0.7	-11
66	COc1ccc(C(=O)Nc2cc(OC)c(OC)cc2C(=O)O)c(OC)c1	-1	0.0	0.1	6
67	O=C1OC(c2ccc([N+](=O)[O-])cc2)=N/C1=C\c1ccccc1Cl	1	0.1	0.9	4
68	Cc1ccc(Cl)cc1N1CCN(C(=O)CCN2C(=O)C3C4C=CC(C4)C3C2=O)CC1 (stereo not drawn)	-3	0.0	1.6	3
69	CCOc1cc(C(=O)Nc2ccc(N3CCOCC3)cc2)cc(OCC)c1OCC	0	-0.2	-0.1	-10
70	COC(=O)c1cc(-c2ccccc2)sc1NC(=O)c1ccoc1C	24	0.2	1.4	1
71	CC(=O)Nc1ccc(S(=O)(=O)Nc2ccc(C)c(Cl)c2)cc1	5	-0.1	0.2	13
72	O=C(Nc1c2c(nn1-c1ccccc1)CS(=O)C2)c1cccc2ccccc12 (stereo not drawn)	-1	0.0	-1.3	-3
73	COc1ccc(C(=O)Nc2ccccc2)cc1NC(=O)C(F)(F)F	-14	-0.2	-0.7	-49
74	CC1=C(C(=O)Nc2ccccc2C)C(c2ccc3c(c2)OCO3)n2ncnc2N1 (stereo not drawn)	11	-0.3	0.1	-3
75	CC1CN(c2oc(COc3ccccc3)nc2C#N)CC(C)O1 (stereo not drawn)	20	0.1	-1.3	5

Among those listed so far, 2 have bromine.
entry	canonical_smiles	MITF inh	FBW7 activator	GPR151 ag	TEAD-YAP inh
25	COc1ccc(-c2csc(Nc3ccc(Br)cc3)n2)cc1[N+](=O)[O-]	-2	-0.1	0.2	7
49	O=C(Nc1ccccc1)c1ccc(Br)c(S(=O)(=O)Nc2cccc([N+](=O)[O-])c2)c1	12	0.2	-0.8	-7

(list continues)
entry	canonical_smiles	MITF inh	FBW7 activator	GPR151 ag	TEAD-YAP inh
76	CCc1ccccc1NC(=O)CCC(=O)N1CCSc2ccccc21	4	-0.3	3.9	0
77	C=CCn1c(SCC(=O)Nc2ccccc2[N+](=O)[O-])nc2sc(C)cc2c1=O	8	-0.1	0.5	11
78	Cc1sc(NC(=O)c2ccco2)c(C(c2ccccn2)N2CCN(C)CC2)c1C (stereo not drawn)	12	-0.1	-1.5	6
79	Cc1[nH]ncc1-c1ccc(NC(=O)C2COc3c(F)cccc3C2)c(SCCN2CCCC2)c1 (stereo not drawn)	13	0.1	0.2	-6
80	CCCn1ncc2c3sc(C)cc3n(C)c2c1=O	5	-0.1	0.0	-53
81	C=C1CCC2[C@](C)(CO)[C@H](O)CC[C@@]2(C)[C@@H]1C/C=C1\C(=O)OC[C@H]1O (stereo partly drawn)	-3	0.2	1.8	-9
82	O=[N+]([O-])c1ccccc1C1Oc2ccccc2C2CC(c3ccccc3)=NN21 (stereo not drawn)	-9	0.0	-0.9	-37
83	Cc1nc2ccccn2c1C(=O)NCc1cccs1	2	0.5	-0.2	-4
84	CCc1ccccc1NC(=O)CCCCCN1C(=O)c2cccc([N+](=O)[O-])c2C1=O	17	1.6	0.7	-8
85	O=C1c2ccccc2NC(c2ccc(O)cc2)N1Cc1ccco1 (stereo not drawn)	2	-0.1	-0.4	-18
86	CC(=O)N1CCc2cc(Br)cc(S(=O)(=O)N3CCN(c4cccc(C)c4C)CC3)c21	18	0.5	0.7	-12
87	Cc1cc(C)c(S(=O)(=O)Nc2ccc(O)c(C(=O)O)c2)cc1C	1	-0.1	10*	0
88	CCn1cc(CN2CCN(Cc3ccc(F)cc3)C(CCO)C2)c(C)n1 (stereo not drawn)	-7	-0.1	-0.7	1
89	Cc1ccc2ncnc(Nc3cccc(Cl)c3)c2c1	-8	0.2	2.0	15
90	COc1ccccc1N1CCN(S(=O)(=O)c2cc(Cl)ccc2OC)CC1	14	-0.2	1.1	-4
91	Cc1noc(C)c1COc1ccc2ccccc2c1Br	-1	0.1	3.0	0
92	CC(=O)c1ccc(N2CCN(CC(=O)NCCc3ccc(F)cc3)CC2)cc1	8	0.0	0.7	-4
93	COc1ccc(-c2noc(-c3ccc(C(C)(C)C)cc3)n2)cc1	-14	0.0	-0.4	-6
94	CC1(C)OC(=O)N(CCCN2CCOCC2)C1(C)O (stereo not drawn)	-4	-0.1	-0.2	-12
95	CCc1cccc2c(/C=N/NC(=O)c3n[nH]c(=O)c4ccccc34)c[nH]c12	8	0.0	-1.1	47*
96	CC(=O)N1CCc2c(sc(NC(=O)c3ccc(Br)s3)c2C(N)=O)C1	-4	0.0	2.7	-11

Source: PubChem BioAssay
